High-throughput results (PubChem)
USP28 inh = human USP28 deubiquitinase inhibition; purified USP28, Ub-rhodamine cleavage fluorescence, 30 min; inhibition, % at 25 µM; actives 3% (n = 47,000); AID 1645857
Target sequence (Q96RU2 whole entry, looked up): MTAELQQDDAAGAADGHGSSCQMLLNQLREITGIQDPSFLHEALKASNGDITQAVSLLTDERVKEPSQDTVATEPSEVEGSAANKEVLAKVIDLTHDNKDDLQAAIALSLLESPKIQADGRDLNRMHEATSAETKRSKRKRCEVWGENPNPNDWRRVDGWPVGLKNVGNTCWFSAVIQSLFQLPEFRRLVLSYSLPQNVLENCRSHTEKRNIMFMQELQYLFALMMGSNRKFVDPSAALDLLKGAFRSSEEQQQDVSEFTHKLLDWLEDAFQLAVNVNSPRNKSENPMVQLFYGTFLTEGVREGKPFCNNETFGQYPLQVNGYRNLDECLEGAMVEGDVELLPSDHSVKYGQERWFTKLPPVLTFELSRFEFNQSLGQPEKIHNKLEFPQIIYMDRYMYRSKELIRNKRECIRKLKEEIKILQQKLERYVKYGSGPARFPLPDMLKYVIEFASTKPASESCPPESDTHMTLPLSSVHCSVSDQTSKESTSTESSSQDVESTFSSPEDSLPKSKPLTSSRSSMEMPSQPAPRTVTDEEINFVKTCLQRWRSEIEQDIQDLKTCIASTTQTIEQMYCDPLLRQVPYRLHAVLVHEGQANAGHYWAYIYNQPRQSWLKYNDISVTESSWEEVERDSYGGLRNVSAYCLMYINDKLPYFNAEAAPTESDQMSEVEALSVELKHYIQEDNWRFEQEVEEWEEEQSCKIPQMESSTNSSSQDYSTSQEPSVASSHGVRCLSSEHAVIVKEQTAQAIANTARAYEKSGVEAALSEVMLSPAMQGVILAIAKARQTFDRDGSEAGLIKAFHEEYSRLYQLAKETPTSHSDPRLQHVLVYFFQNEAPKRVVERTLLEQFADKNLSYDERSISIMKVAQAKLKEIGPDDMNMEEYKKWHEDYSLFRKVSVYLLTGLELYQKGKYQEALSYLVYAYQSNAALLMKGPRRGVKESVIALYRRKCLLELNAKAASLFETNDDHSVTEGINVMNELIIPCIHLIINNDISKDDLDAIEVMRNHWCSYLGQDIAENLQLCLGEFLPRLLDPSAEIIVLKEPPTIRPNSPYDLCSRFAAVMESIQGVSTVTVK
USP10 block = blocks human USP10 ubiquitin-rhodamine cleavage; AID 1645856; purified USP10, Ub-rhodamine fluorescence, 60 min; inhibition, % at 20 µM; actives 1.1% (n = 47,000)
USP17 inh = human USP17-like deubiquitinase inhibition. A8MUK1. purified USP17, Ub-rhodamine cleavage fluorescence, 3 h. inhibition, % at 50 µM. actives 6.5% (n = 47,000)
UCHL1 inh = blocks human UCHL1 ubiquitin-rhodamine cleavage. P09936. inhibition, % at 20 µM. AID 1645859. purified UCHL1, Ub-rhodamine cleavage fluorescence. actives 0.2% (n = 47,000)
USP30 inh = blocks human USP30 ubiquitin-rhodamine cleavage. purified USP30, Ub-rhodamine cleavage fluorescence. inhibition, % at 25 µM. actives 5.3% (n = 47,000)
OTUD3 inh = blocks human OTUD3 ubiquitin-rhodamine cleavage. Q5T2D3. purified OTUD3, Ub-rhodamine fluorescence, 2 h. inhibition, % at 25 µM. actives 0.7% (n = 47,000). AID 1645858
USP7 inh = inhibitors of human USP7 deubiquitinase; purified USP7, Ub-rhodamine cleavage fluorescence; Q93009; inhibition, % at 20 µM; actives 0.3% (n = 47,000)
USP8 inh = human USP8 deubiquitinase inhibition; P40818; purified USP8, Ub-rhodamine cleavage fluorescence, 30 min; inhibition, % at 20 µM; actives 4.2% (n = 47,000)
An asterisk follows results filed as active; / = not tested or not shown. No stated cut-off is given here; in the data, active means inhibition above about 30%; inactive means the rest.

USP28 inh	USP10 block	USP17 inh	UCHL1 inh	USP30 inh	OTUD3 inh	USP7 inh	USP8 inh	canonical_smiles
25	15	7	4	22	19	4	33*	CCCCOc1ccc(C(=O)Oc2ccc(-n3cnnn3)cc2)cc1
7	2	7	2	3	12	2	2	CC1CN(S(=O)(=O)c2cccc(C#N)c2)Cc2ccccc2N1C (stereo not drawn)
13	5	9	5	13	2	9	14	Cc1ccc(F)cc1NCC(=O)N1CCc2ccccc21
-13	0	-5	-4	-6	-5	0	-15	COc1cccc(NC(=O)N2CCCCCC2c2cccs2)c1 (stereo not drawn)
3	1	/	0	10	-6	-1	-3	Cc1ccc(-c2ccc(N3CCCCC3)nn2)cc1S(=O)(=O)N1CCOCC1
8	-1	16	6	3	2	8	-1	COc1ccc(NC(=O)CCc2c(C)c3c(C)nn(-c4ccccc4)c3n(C)c2=O)cc1OC
-6	0	-37	-1	-4	-7	-30	-132	NCCCC(=O)N1CCCC2(Cc3ccccc3CN2C(=O)c2ccccc2)C1 (stereo not drawn)
-67	-1	-67	-2	-282	-68	-11	-43	CN(C)c1ccc(-c2ccnc(N[C@H]3CO[C@H]4[C@@H]3OC[C@@H]4NC(=O)CCC(=O)O)n2)cc1
7	3	8	4	25	11	5	20	CNc1nc(C2CCN(S(=O)(=O)c3ccc(C)c(C)c3)C2)nc2c1CCN(C(C)=O)C2 (stereo not drawn)
-6	-1	6	0	-4	-6	-5	2	CCOC(=O)c1cnc2c(C)c(Cl)ccc2c1N1CCOCC1
3	-5	0	0	-15	-7	-143	-4	O=C1NC2(CCCc3ccccc32)C(=O)N1Cc1csc(-c2ccc(Cl)cc2)n1 (stereo not drawn)
-2	-1	2	3	-3	-9	/	2	CCCN1Cc2cccc(C(=O)Nc3ccc4c(c3)OCO4)c2C1=O
13	4	9	1	17	3	2	-1	O=C(NCc1noc(Cc2ccccc2)n1)c1ccc(-c2noc(C3CC3)n2)cc1
2	0	2	2	3	1	3	7	COc1ccc(C2(C(=O)N3CCC4(CC3)CC(Oc3ccccc3F)CO4)CCOCC2)cc1 (stereo not drawn)
14	6	12	4	31*	13	2	42*	Cc1ccccc1OCCN1C(=O)C2CN(C(N)=O)CCN2C1=O (stereo not drawn)
11	2	29	-1	-2	-1	0	-32	Nc1ncc2c(n1)CCN(c1ccc([N+](=O)[O-])cc1)C2
-2	3	4	0	3	4	-3	-1	CC(C)(C)c1noc(C2(c3ccc(F)cc3)CCOCC2)n1
18	3	10	-1	0	-5	4	0	O=C(NCc1ccccc1Cl)c1ccc(CSc2nc3ccncc3[nH]2)cc1
-13	3	/	0	-6	-6	2	-124	Cn1cc(-c2ccnc3ccccc23)cn1
0	0	0	-2	0	-7	2	-40	O=C(NCc1ccccn1)c1nc(-c2ccc3cc[nH]c3c2)no1
6	-2	7	0	5	8	2	-3	COc1ccc(S(=O)(=O)Nc2ccc3c(c2)N(C(C)=O)CC3)cc1OC
1	13	-4	6	8	-2	-15	-16	OC1(c2ccc(Cl)cc2)CCN(c2nccc(-c3ccccc3)n2)CC1
4	1	-1	2	-3	-6	1	3	CCOc1ccc(C2C3=C(CCCC3=O)Nc3nc4ccccc4n32)cc1OC (stereo not drawn)
-10	0	-17	-5	-24	-8	0	-4	Cc1nc(-c2ncc(C)[nH]2)cc(C2CCN(C(=O)c3ccccc3)C2)n1 (stereo not drawn)
-8	-7	-2	-4	-73	-14	-5	-7	CC1Cc2ccccc2N1CC(=O)N1CCN(S(=O)(=O)c2ccccc2)CC1 (stereo not drawn)
2	1	3	1	5	4	2	0	COCCN1C(=O)c2ccccc2C(C(=O)NCC(O)c2ccccc2)C12CCCCC2 (stereo not drawn)
10	-1	3	5	6	1	5	14	N#Cc1cccc(S(=O)(=O)N2CCC(c3nc(C4CC4)no3)C2)c1 (stereo not drawn)
0	-5	0	0	5	10	4	12	COc1ccc(S(=O)(=O)NCCc2nnc3ccc(SCC(=O)NCc4ccccc4)nn23)cc1
-1	0	-18	1	-38	2	1	6	O=S(=O)(c1ccc(Cl)cc1)N1CCC(c2nc(-c3cnccn3)no2)CC1
-4	5	7	8	-10	5	7	0	COc1ccc(NC(=O)c2cccnc2Nc2ccc(F)cc2)cc1

A portion taken from the entries so far:
USP28 inh	USP10 block	USP17 inh	UCHL1 inh	USP30 inh	OTUD3 inh	USP7 inh	USP8 inh	canonical_smiles
18	3	10	-1	0	-5	4	0	O=C(NCc1ccccc1Cl)c1ccc(CSc2nc3ccncc3[nH]2)cc1
-13	3	/	0	-6	-6	2	-124	Cn1cc(-c2ccnc3ccccc23)cn1
0	0	0	-2	0	-7	2	-40	O=C(NCc1ccccn1)c1nc(-c2ccc3cc[nH]c3c2)no1
6	-2	7	0	5	8	2	-3	COc1ccc(S(=O)(=O)Nc2ccc3c(c2)N(C(C)=O)CC3)cc1OC
1	13	-4	6	8	-2	-15	-16	OC1(c2ccc(Cl)cc2)CCN(c2nccc(-c3ccccc3)n2)CC1
4	1	-1	2	-3	-6	1	3	CCOc1ccc(C2C3=C(CCCC3=O)Nc3nc4ccccc4n32)cc1OC (stereo not drawn)
-10	0	-17	-5	-24	-8	0	-4	Cc1nc(-c2ncc(C)[nH]2)cc(C2CCN(C(=O)c3ccccc3)C2)n1 (stereo not drawn)
-8	-7	-2	-4	-73	-14	-5	-7	CC1Cc2ccccc2N1CC(=O)N1CCN(S(=O)(=O)c2ccccc2)CC1 (stereo not drawn)
2	1	3	1	5	4	2	0	COCCN1C(=O)c2ccccc2C(C(=O)NCC(O)c2ccccc2)C12CCCCC2 (stereo not drawn)
10	-1	3	5	6	1	5	14	N#Cc1cccc(S(=O)(=O)N2CCC(c3nc(C4CC4)no3)C2)c1 (stereo not drawn)
0	-5	0	0	5	10	4	12	COc1ccc(S(=O)(=O)NCCc2nnc3ccc(SCC(=O)NCc4ccccc4)nn23)cc1
-1	0	-18	1	-38	2	1	6	O=S(=O)(c1ccc(Cl)cc1)N1CCC(c2nc(-c3cnccn3)no2)CC1
-4	5	7	8	-10	5	7	0	COc1ccc(NC(=O)c2cccnc2Nc2ccc(F)cc2)cc1

Returning to the listing; the 2 compounds before the break are reprinted first.
USP28 inh	USP10 block	USP17 inh	UCHL1 inh	USP30 inh	OTUD3 inh	USP7 inh	USP8 inh	canonical_smiles
-1	0	-18	1	-38	2	1	6	O=S(=O)(c1ccc(Cl)cc1)N1CCC(c2nc(-c3cnccn3)no2)CC1
-4	5	7	8	-10	5	7	0	COc1ccc(NC(=O)c2cccnc2Nc2ccc(F)cc2)cc1
-3	0	0	-2	-7	0	-40	7	COCCNC(=O)c1nc(-c2cn(-c3ccccc3)nc2C)no1
-26	-2	-31	-18	-113	-28	-17	-26	O=C(Nc1cc(=O)[nH]c2ncnn12)c1ccc(Cl)cc1Cl
13	3	9	1	20	5	2	14	Cc1ccc(NC(=O)c2ccccc2C)cc1
3	0	9	3	0	6	2	4	Cc1nc(CCN2CCN(Cc3ccccc3)CCC2=O)no1
-24	-5	-23	-7	-100	-19	-7	-4	Cc1c(C(=O)O)nnn1-c1cccc2c1CCN(C1CCOCC1)C2
-3	2	1	-3	-2	0	-3	0	COc1ccc(C(=O)N2CCCCC2c2ccn3nccc3n2)cn1 (stereo not drawn)
-13	-10	4	-3	-74	-13	1	20	O=S(=O)(NCC(c1cccnc1)N1CCOCC1)c1ccc(Cl)cc1 (stereo not drawn)
-29	-2	11	-3	-92	-32	1	-7	O=C(COc1nc2ccccc2nc1N1CCOCC1)Nc1ccc2c(c1)OCO2
-9	-2	-14	-6	-2	-6	-2	-4	CCC(=O)N(C1CCOCC1)C1CCN(S(=O)(=O)c2cc(C)ccc2C)CC1
-7	0	1	-2	4	-1	1	2	O=S(=O)(NCc1cnc(C2CCCCO2)nc1)c1ccccc1F (stereo not drawn)
-2	-1	0	-3	-10	-5	0	5	Cn1c(=O)c(N2CCCC(C(=O)O)C2)nc2cccnc21 (stereo not drawn)
-6	-4	-24	0	-24	1	-2	-29	Cc1cc2n(n1)CCCN2C(=O)CCC(=O)Nc1ccc(F)cc1F
-24	-9	-30	-8	-144	-16	-6	-73	CO[C@H]1C[C@@H]2CC[C@@H](C)[C@@](O)(O2)C(=O)C(=O)N2CCCC[C@H]2C(=O)O[C@H]([C@H](C)C[C@@H]2CC[C@@H](O)[C@H](OC)C2)CC(=O)[C@H](C)/C=C(\C)[C@@H](O)[C@@H](O)C(=O)[C@H](C)C[C@H](C)/C=C/C=C/C=C/1C
-12	5	42*	0	0	19	-13	-2	O=C(Cn1cc(S(=O)(=O)Cc2ccccc2Cl)c2ccccc21)N1CCCCCC1
-3	-1	-14	-2	-4	-4	-7	-1	CC1CCN(C(=O)CN2CCC3(CCC2=O)NC(=O)c2ccccc2O3)CC1 (stereo not drawn)
/	-2	4	0	/	4	0	-4	CCn1c(CCNC(=O)c2ccccc2)nc2ccccc21
5	0	-43	1	6	7	1	14	CN1C(=O)c2ccccc2OCCCCC[C@H]2[C@@H]1CCCN2C(=O)CCN1CCC(C(N)=O)CC1
5	0	41*	4	39*	8	8	15	O=C(COc1ccc(Cl)cc1)NCc1nnc(SCC(=O)N2CCN(c3ccccc3)CC2)o1
16	-2	5	0	13	10	1	17	O=C(N1CCc2c(nc(N3CCCC3)[nH]c2=O)C1)C1(c2ccccc2)CC1
8	0	28	5	-9	10	6	34*	COc1ccccc1NCC(=O)N1c2ccccc2NC(=O)C1(C)C
16	-2	6	0	19	6	0	12	COc1ccc(C2CC(=O)C3=C(C2)Nc2ccccc2NC3c2cccnc2)cc1 (stereo not drawn)
3	0	-11	0	0	1	-4	-5	CC(C)CCN1C[C@H]2CCN(C(=O)COc3ccccc3)CC[C@H]2S1(=O)=O
8	12	3	2	20	2	-2	-2	O=C(NCCCc1ccccc1)c1nc(CS(=O)(=O)c2ccc(Cl)cc2)no1
9	1	3	1	17	8	3	-2	CC(=O)N1CCc2cc(CNS(=O)(=O)c3ccccc3)ccc21
-4	2	0	1	-62	-2	-1	6	CNc1nc(C2CCN(C(=O)C3CCCC3)CC2)nc2c1CCN(C(C)=O)C2
/	0	8	1	/	5	3	0	CCN(CC)CC(=O)N1CCC(c2nc3ccccc3cc2C(N)=O)CC1
-1	0	36*	6	-7	0	7	3	COc1ccc(-c2cc(-c3nnc(CSc4nnc(C)n4-c4ccccc4)o3)c3ccccc3n2)cc1OC
1	5	-13	3	0	-14	1	-5	Cc1ccc(NC(=O)CNC(c2ccccc2)c2ccccc2)c(F)c1
11	1	2	0	18	7	3	9	CCOc1ccc(C(=O)N(c2ccccn2)C2CCCCC2)cc1
-14	-4	-24	-3	-61	-17	-1	-87	Cc1cnc(N2CCC3(CCN(c4ccc(C)nn4)CC3)CC2)nc1
-19	-5	-35	1	-76	-19	-18	-8	CC(C)[C@H](NC(=O)[C@@H]1Cc2c([nH]c3ccccc23)C2c3ccccc3C(=O)N21)C(=O)NC1CCCC1 (stereo partly drawn)
-4	3	-1	-1	-7	-6	-14	-11	COc1cnc(CSc2ccccc2)cc1OCC(=O)Nc1ccccc1
-12	-5	-7	-1	-1	0	0	-1	CS(=O)(=O)c1cn[nH]c1C1CCN(Cc2c[nH]c3ccccc23)C1 (stereo not drawn)
-1	-3	-5	-2	-13	-6	-6	4	CCCn1c(C(C)NC(=O)COc2ccccc2)nc2ccccc21 (stereo not drawn)
0	1	-6	-3	0	-4	-1	-14	CCn1c(CC(=O)Nc2cccc(C)c2C)nnc1SCC(=O)N1CCOCC1
-11	-2	30*	3	-22	-11	12	-8	O=C(CSc1ccc2nnc(-c3cccc(F)c3)n2n1)c1ccccc1
2	1	7	1	12	7	7	12	CCN1CCC2(CC1)OC(=O)C(C)=C2C(=O)NCc1ccc(OC)cc1
-6	-4	2	-2	-19	-1	0	-10	Cc1c(C(=O)N2CCOCC2)nnn1-c1cccc2c1CCN(C)C2
-3	-4	13	5	-9	9	2	9	Cc1cc(C(=O)Nc2ccc(Cl)c(S(=O)(=O)N3CCOCC3)c2)c2ccccc2n1
24	2	-2	0	10	8	0	-37	O=C(NCc1ccccn1)c1nc[nH]c1C(=O)NCc1ccc2c(c1)OCO2
3	3	12	0	8	-1	-7	0	Cn1nnc2c(Nc3ccc(Cl)cc3)ncnc21
-3	-1	32*	4	-39	-30	1	-3	CC(=O)c1ccc(NC(=O)CN(CC(=O)Nc2ccc(C(C)=O)cc2)S(=O)(=O)c2ccc(C)cc2C)cc1
1	-1	3	0	14	8	6	6	O=C(Cc1ccccc1F)N1CCCC(c2[nH]nc3nccnc23)C1 (stereo not drawn)
-11	1	60*	-4	-154	-39	3	-10	Cc1ccccc1NC(=O)Cn1cncc(-c2nc(-c3ccccc3)cs2)c1=O
6	3	8	0	23	8	0	5	O=C(c1cn(-c2cccc(Cl)c2)nn1)N1CCc2ccccc2C1
4	4	-1	2	0	2	-1	-13	Cc1cc(C)n(-c2ccc(C(=O)NCc3cn(C)cn3)cn2)n1
6	-3	22	-1	31*	12	-16	1	CCc1cc(=O)n(CC(=O)NCc2ccc(F)cc2)c(N2CCOCC2)n1
-4	2	-1	0	9	-2	-4	0	COc1ccc(C)cc1S(=O)(=O)N1CCCC(C(=O)N2CCOCC2)C1 (stereo not drawn)
6	12	4	3	3	5	11	19	CC(=O)c1cccc(NC(=O)Nc2ccc(-c3nnc(-c4ccccc4)o3)cc2)c1
19	0	20	5	21	19	4	26	Cc1nc(-c2noc3ccc(C(=O)NCCN4CCOCC4)cc23)cs1
